eIF4E 4G PPI – eIF4E/eIF4G interaction inhibition in translation initiation. P63073+Q04637. TR-FRET eIF4E-eIF4GI(517-606) binding, 2 h. inhibition, % at 21.7 µM. actives 0.37% (n = 220,000);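 active means inhibition above about 30%, limit read from the data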;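 further: 0% = full FRET control wells and 100% = background wells lacking eIF4GI fragment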
L929 necroptosis – L929 zVAD cell death inhibition. L929 zVAD necroptosis rescue, ATP luminescence, 24 h; with zVAD 60 µM. viability rescue, % at 10 µM. actives 0.38% (n = 220,000);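 active means activation, scaled between plate controls, above about 75%, limit read from the data; inactive means activation under that limit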;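 further: 0% = zVAD with DMSO and 100% = DMSO alone without zVAD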
EBV gp42 inh – EBV gp42 inhibition. inhibition, % (tested at 21.74 µM). actives 0.42% (n = 220,000). AID 1085. Fluorescence polarization binding assay, mP read-out; in the data active means inhibition above about 50%
Target sequence (Q1HVG2 whole entry, looked up): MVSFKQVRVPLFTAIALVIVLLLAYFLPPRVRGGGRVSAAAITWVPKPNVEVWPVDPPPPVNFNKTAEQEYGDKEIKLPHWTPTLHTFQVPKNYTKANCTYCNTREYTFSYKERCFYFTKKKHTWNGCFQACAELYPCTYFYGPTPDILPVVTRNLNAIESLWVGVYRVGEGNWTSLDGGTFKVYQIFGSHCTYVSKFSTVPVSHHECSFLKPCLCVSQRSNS
MDM2 E3 inh – blocks human Mdm2 ubiquitin ligase activity | AID 1230 | signal enhancement, % at 5 µM | actives 0.11% (n = 210,000) | Q00987 | cell-based MDM2 ubiquitination luciferase reporter, 2 h; 0 = plate control, 100 = twice control, blank-subtracted;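 active means signal enhancement of 30% or more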;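 further: luminescence tracks abundance of the self-degrading MDM2-luciferase fusion protein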
Target sequence (Q00987 whole entry, looked up, the tested form may be a part): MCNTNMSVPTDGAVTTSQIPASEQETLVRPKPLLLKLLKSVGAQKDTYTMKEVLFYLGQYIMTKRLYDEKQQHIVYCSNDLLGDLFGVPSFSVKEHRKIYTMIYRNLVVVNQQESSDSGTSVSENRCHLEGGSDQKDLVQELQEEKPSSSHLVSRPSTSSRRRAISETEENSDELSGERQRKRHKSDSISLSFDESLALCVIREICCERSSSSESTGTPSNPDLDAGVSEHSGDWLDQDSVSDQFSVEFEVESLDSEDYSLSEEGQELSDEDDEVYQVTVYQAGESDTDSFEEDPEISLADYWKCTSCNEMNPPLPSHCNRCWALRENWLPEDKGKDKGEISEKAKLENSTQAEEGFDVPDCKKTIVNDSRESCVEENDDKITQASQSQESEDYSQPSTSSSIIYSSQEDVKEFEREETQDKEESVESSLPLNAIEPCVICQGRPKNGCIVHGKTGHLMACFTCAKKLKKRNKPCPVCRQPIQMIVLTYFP
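Assay system: mammalian cells stably expressing self-ubiquitinating, self-degrading MDM2 E3–luciferase fusion. Quantity: 2000 cells in each well. Medium: DMEM culture medium. Compound dosing: single-point 5 µM. Timing: cell settling 4 h, compound treatment 2 h, both 37 °C. Technique: luciferase luminescence. Read-out basis: percent signal gain over controls, blank-subtracted. Benchmarks: plate controls and plate blanks.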
Calpain2 inh – calpain II (pig) inhibition; inhibition, % at 16 µM; AID 1236; purified calpain II, fluorogenic peptide substrate, 30 min; actives 0.37% (n = 220,000);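 active means inhibition above about 50%, limit read from the data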
PERK inhibitor – blocks human PERK kinase; Q9NZJ5; CHO PERK-DD fusion, SEAP luminescence translation reporter; inhibition, % at 5.6 µM; actives 0.17% (n = 220,000); AID 1416;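 active means inhibition above the mean inhibition of all tested compounds plus 3 SD, set separately per screening campaign, cut at about 2.9% in these data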;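 further: PERK kinase domain activated by AP20187 dimerizer at 100 nM; 0% = DMSO with dimerizer and 100% = rapamycin at 8.4 µM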
TNF necrop inh – blocks TNF-alpha induced death of Jurkat FADD-/- cells; Jurkat FADD-/- TNF necroptosis rescue, ATP luminescence, 24 h; 0 = TNF only, 100 = no-TNF cells; actives 0.068% (n = 220,000); activation (protection from cell death), % at 10 µM; AID 463075;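 active means activation, meaning protection from cell death, of at least 50% relative to plate controls; inactive means activation below 50%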;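 further: necroptosis triggered by 40 ng/mL TNF-alpha added together with compound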
Rad51 HR inh – blocks human Rad51 in homologous recombination | Q06609 | hRad51 DNA strand exchange, fluorescence dequenching | inhibition, % at 10 µM | actives 0.085% (n = 200,000) | AID 1385;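 active means inhibition above 40% at the single screening dose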;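 further: 0% = DMSO control wells and 100% = blanks with heterologous ssDNA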
Target sequence (Q06609 whole entry, looked up): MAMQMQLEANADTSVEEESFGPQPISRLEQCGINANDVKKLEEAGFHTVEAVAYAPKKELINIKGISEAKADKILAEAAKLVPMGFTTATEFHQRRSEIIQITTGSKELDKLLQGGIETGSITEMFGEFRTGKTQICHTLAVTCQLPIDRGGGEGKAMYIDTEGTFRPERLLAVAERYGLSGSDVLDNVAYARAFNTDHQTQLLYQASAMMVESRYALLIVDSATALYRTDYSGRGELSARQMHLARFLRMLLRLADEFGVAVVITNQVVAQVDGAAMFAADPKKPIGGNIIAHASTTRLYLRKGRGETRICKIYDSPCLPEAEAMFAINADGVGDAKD
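material = hRad51 filaments on single-stranded DNA | reagent = Donor/quencher-labelled 47-bp dsDNA substrate | compound = 10 µM final, single point | schedule = strand-exchange reaction 15 min at room temperature | measured by = fluorescein emission 520 nm, excitation 485 nm | read-out basis = % inhibition versus plate control and blank means | benchmarks = plate controls and plate blanks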
KCC2 mod – modulators of human KCC2 chloride dependent transport; Q9H2X9; KCC2 cells, thallium flux FluoZin-2 fluorescence; B-score of Tl+ flux slope (higher = more flux/activation; lower = inhibition) at 10 µM; actives 2.2% (n = 190,000); AID 1456;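 active means thallium flux slope and its plate-corrected score both differing from the plate sample mean at a set confidence after two filtering rounds, in either direction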;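 further: slope of fluorescence scaled to starting intensity during 10 to 20 s after thallium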
* marks the source's active call; other numbers are inactive results; · = not tested or not shown; & = joins results of further samples; [ ] = dose if it differs, or a comment.

SMILES	eIF4E 4G PPI	L929 necroptosis	EBV gp42 inh	MDM2 E3 inh	Calpain2 inh	PERK inhibitor	TNF necrop inh	Rad51 HR inh	KCC2 mod
CSCCC(C(=O)O)N1C(=O)c2ccc(C(=O)O)cc2C1=O (centres undefined)	2	1.0	-14	1	-2	1.8	-1.6	-8	1.8
CSc1cccc(CN2CCN(Cc3ccccc3)C(CCO)C2)c1 (centres undefined)	-4	0.8	-7	-6	15	1.2	1.4	-7	0.55
COc1ccc(/C=C2/C(=O)OCc3cc(OC)c(OC)cc32)c(OC)c1	17	0.4	-1	7	-8	-0.2	1.1	13	-2
CC(C)n1nc(C(=O)OCC(=O)c2c[nH]c3ccccc23)c2ccccc2c1=O	-6[fluorescence artefact?]	1.4	-8	-10	46	-1.6	-2.3	·	-0.55
O=C1C(=O)c2ccccc2C(O)=C1c1ccccc1F	4	0.4	-16	·	-13	-0.3	-5.5	6	-0.38
O=C(COc1cccc2cccnc12)N/N=C/c1cccn1-c1ccc(F)cc1	1	0.8	17	4	17	-2.7	-9.5	-7	-2.3
CCOC(=O)C(=NC1CCS(=O)(=O)C1)NNc1ccc(Br)cc1 (centres undefined)	-2	0.8	-22	-16	3	0.3	-0.5	-7	-0.18
CN(C)CCNC(=O)c1ccccc1-c1ccccc1	1	-0.2	0	-9	20	1.0	0.1	2	·
Cc1c(C(Nc2ccccn2)c2ccc(Cl)cc2)c(=O)n(-c2ccccc2)n1C (centres undefined)	8	-0.3	-13	10	4	-0.5	-2.3	0	-0.09
COc1ccc(C2/C(=C(\O)c3cc(C)ccc3C)C(=O)C(=O)N2CCN(C)C)cc1OC (centres undefined)	2	-0.1	-5	-5	0	1.0	-1.1	-6	-0.86
Cc1ccc(Nc2nnc(C3C(=O)N(C)C4(C)CC3c3cc(Br)ccc3O4)s2)cc1 (centres undefined)	-5	0.3	0	-5	-32	-0.8	2.8	-3	-0.015
CCOC(=O)CC(NC(=O)Cc1ccccc1)c1ccccc1Cl (centres undefined)	1	0.2	-7	-11	-8	0.4	1.2	-1	-0.46
O=C(c1ccccc1Oc1ccccc1)N1CCN(c2ccc(F)cc2)CC1	0	-0.5	-9	-22	0	1.0	-4.1	-1	-0.16
CCOc1cc([N+](=O)[O-])c2nc(N)sc2c1	-9	-0.8	-2	·	-28	1.1	-5.7	11	-0.12
COc1ccc(-c2csc(N3CCC(C(N)=O)(N4CCCCC4)CC3)n2)cc1	2	1.0	-21	-2	-27	-0.3	0.0	9	-0.04
CCOc1ccccc1C(=O)NCCCCCC(=O)O	-2	-0.3	-1	1	-11	0.8	0.1	-1	0.25
CCOC(=O)C1C(CC)NC(=S)NC1(C)O (centres undefined)	-2	0.7	-2	-5	21	0.5	1.0	-2	0.41
Cc1ccccc1NC(=S)N/N=C/c1ccc(O)cc1O	3	2.4	-9	-16	-15	0.2	-14	-11	-1.1
Cc1ccc(-c2ccc(/C=N\NC(=O)C3C(=O)NCC3c3ccccc3)o2)cc1Cl (centres undefined)	1[fluorescence artefact?]	-0.6	-1	3	-125	-0.1	-5.2	4	0.64
CCOC(=O)N1CCN(S(=O)(=O)c2ccc(C(=O)Nc3sc4c(c3C#N)CCC4)cc2)CC1	-6	0.4	-24	-17	-105	0.5	0.3	·	-0.2
CCOC(=O)c1cn(C2CC2)c2c(F)c(F)c(F)cc2c1=O	0	-1.4	10	-4	-6	0.7	-2.6	·	0.35
C=CCNc1nc(-c2cc3ccccc3o2)cs1	-2[fluorescence artefact?]	1.0	-8	-11	18	0.1	2.0	-5	1.1
CCOc1ccccc1Nc1nc(-c2sc(C)nc2C)cs1	-1	0.0	-10	-13	25	0.2	1.9	-10	1.4
CCOC(=O)Cc1csc(NC(=O)C(C)Oc2ccc3c(C)cc(=O)oc3c2)n1 (centres undefined)	-4	0.2	-7	·	13	0.2	0.0	·	-0.088
COc1cccc(Oc2ccc3nnc(C(F)(F)F)n3n2)c1	2	-1.2	1	2	10	0.7	-0.2	-13	0.9

Continuation.
SMILES	eIF4E 4G PPI	L929 necroptosis	EBV gp42 inh	MDM2 E3 inh	Calpain2 inh	PERK inhibitor	TNF necrop inh	Rad51 HR inh	KCC2 mod
Cc1c(C(=O)NCCSCc2cccc(C(F)(F)F)c2)cnn1-c1ccc(F)cc1	-1	1.4	-8	-18	10	-0.8	0.3	19	-1.7
O=c1cc(CN2CCc3ccccc32)nc2sccn12	-19	-0.2	0	-8	-167	0.3	-2.3	2	0.17
Cc1cccc(N(C(=O)Nc2ccccc2)C2=NCC(C)S2)c1 (centres undefined)	-4	0.1	-23	-15	10	1.2	4.0	2	·
CN(C)c1nc(Oc2ccc(=O)[nH]n2)nc(N2CCCCC2)n1	8[fluorescence artefact?]	0.5	-15	-66	18	1.5	-2.2	-6	-0.66
C/C(=N\Nc1ccc(F)cc1F)c1ccccc1O	0	2.7	-7	-1	15	0.5	-0.9	8	0.58
Cc1sc(NC(=O)COc2ccccc2)c(C#N)c1-c1ccccc1	5[fluorescence artefact?]	1.8	-5	-7	12	-0.3	2.6	0	0.24
Cc1ccc(CNC(=O)c2ccc([N+](=O)[O-])o2)cc1	2	1.4	7	-13	-24	1.4	-12	11	0.31
CC1Cc2ccccc2N1C(=O)CN1C(=O)NC(C)(c2ccc3c(c2)OCCO3)C1=O (centres undefined)	7	-0.4	-8	-4	8	-1.4	-0.6	2	0.055
O=C(Cn1nnc2ccccc21)OCc1ccccc1	6	0.2	-19	-27	17	1.5	0.2	·	0.42
CC(C)(C)c1nc(N2CCN(C(=O)c3ccco3)CC2)c2nnn(Cc3ccccc3)c2n1	2	0.7	8	-15	-10	-0.7	-1.3	1	-0.35
Cc1ccc(S(=O)(=O)N2CCCCC2)cc1NC(=O)COC(=O)Cc1c(F)cccc1Cl	-2	0.3	-5	-28	30	0.4	0.6	0	-0.021
COC(=O)c1c(NC(NC(=O)c2ccccc2)(C(F)(F)F)C(F)(F)F)sc2c1CCN(C)C2	2	·	6	-6	-7	-0.9	0.7	·	0.75
OCC1(Cc2ccccc2)CCN(Cc2cc3ccccc3o2)CC1	-3	-0.3	-10	-10	-23	1.2	2.8	12	0.17
Cc1cccc(-n2c(C)cc(/C=N/NC(=O)c3ccc(CN4CCOCC4)cc3)c2C)c1	3	1.0	-14	3	7	1.6	-3.5	-2	·
CN(c1ccc(C(=O)NCc2cccnc2)cc1)S(C)(=O)=O	-1[fluorescence artefact?]	-0.2	-8	-14	9	0.8	-1.8	-2	0.4
Cc1cc(C)cc(NC(=O)c2ccc3nc[nH]c3c2)c1	1	0.9	-18	2	12	1.3	2.3	12	-0.078
CC(C)(CO)NCC(=O)Nc1cc(C(F)(F)F)cc(NC(=O)CNC(C)(C)CO)c1Cl	2	2.2	-9	0	12	0.5	1.5	1	0.64
S=C(NCCc1ccccn1)Nc1cc(Cl)cc(Cl)c1	7	-0.2	0	-11	16	0.0	-4.1	-2	·
CC1=C(C(=O)OC2CCCC2)C(c2coc3ccccc3c2=O)C2=C(CC(C)(C)CC2=O)N1 (centres undefined)	2	-0.8	4	-9	-25	0.3	-2.6	1	-1.6
Cc1ccc(CNC(=O)/C(C#N)=C\c2ccc(N(C)C)cc2)cc1	-3	0.1	-26	2	-16	1.0	-1.9	-6	-0.048
Cn1cc(SCC(N)=O)c2ccccc21	-4	0.6	-14	-11	2	0.9	0.2	2	·
O=C(/C=C/c1ccc(Cl)cc1)NC(=S)Nc1ccccc1C(=O)O	0	-0.7	-3	-6	15	0.4	-14	·	-0.32
CCn1ncc([N+](=O)[O-])c1C(=O)N1CCCC1	-3	0.1	-5	-31	13	0.7	0.4	-9	0.67
C=CCNC(=O)c1ccc2c(c1)nnn2C	-2[fluorescence artefact?]	0.5	-15	-14	-5	1.5	0.3	-5	·
CCOc1ccccc1-n1cnc2cc(C(=O)NCc3ccco3)ccc21	-5	0.6	-9	-15	2	-0.4	-3.6	3	-0.12

A different layout for some results above:
Values in the order: eIF4E 4G PPI, L929 necroptosis, EBV gp42 inh, MDM2 E3 inh, Calpain2 inh, PERK inhibitor, TNF necrop inh, Rad51 HR inh, KCC2 mod
> CCOc1ccccc1Nc1nc(-c2sc(C)nc2C)cs1
  -1, 0.0, -10, -13, 25, 0.2, 1.9, -10, 1.4
> CCOC(=O)Cc1csc(NC(=O)C(C)Oc2ccc3c(C)cc(=O)oc3c2)n1 (centres undefined)
  -4, 0.2, -7, ·, 13, 0.2, 0.0, ·, -0.088
> COc1cccc(Oc2ccc3nnc(C(F)(F)F)n3n2)c1
  2, -1.2, 1, 2, 10, 0.7, -0.2, -13, 0.9
> Cc1c(C(=O)NCCSCc2cccc(C(F)(F)F)c2)cnn1-c1ccc(F)cc1
  -1, 1.4, -8, -18, 10, -0.8, 0.3, 19, -1.7

(next part)
SMILES	eIF4E 4G PPI	L929 necroptosis	EBV gp42 inh	MDM2 E3 inh	Calpain2 inh	PERK inhibitor	TNF necrop inh	Rad51 HR inh	KCC2 mod
COC(=O)[C@H](C)NC(=O)NCc1ccccc1	-1	0.3	1	-7	-18	0.4	1.1	7	0.43
Cc1cc(N2C3CCC2CC(O)(c2ccc(F)cc2)C3)nc(-c2ccccc2)n1 (centres undefined)	18	0.6	5	-13	-3	-0.2	1.8	9	·
COc1ccc(-c2[nH]ncc2CN2CCCO2)c(F)c1	-2	0.5	-3	-14	24	0.4	0.7	·	-0.42
Cc1cc(C(C#N)c2ccccc2)n2ncnc2n1 (centres undefined)	-8	-0.1	-1	-13	4	0.3	2.0	3	·
Clc1ccccc1-c1nc2nc3ccccc3nc2n1-c1ccc2c(c1)OCO2	3[fluorescence artefact?]	7.0	-7	9	-24	-0.9	0.1	0	-1.7
O=C(O)CCCC(=O)Nc1ccc(Cl)cc1	-2	-0.5	-20	-22	-6	1.4	0.0	-6	0.89
O=C(NC1CCCC1)C1CCN(S(=O)(=O)c2cccc3cccnc23)CC1	2	1.8	8	-7	-49	-0.7	-0.4	0	·
NS(=O)(=O)c1cccc(NC(=O)CCSc2ccc(Cl)cc2)c1	25	12	-18	4	1	1.8	0.7	9	0.9
COc1ccc(OC)c(C(C(=O)NCc2ccco2)N(C(=O)Cn2nnc3ccccc32)C(C)C)c1 (centres undefined)	8[fluorescence artefact?]	-0.3	9	-19	35	-0.9	0.0	19	0.5
Nc1ncn(C(=O)c2ccco2)n1	-5	0.2	-9	-13	-10	1.1	1.6	2	1.4
Cc1cc(C)c(NC(=O)C2CCC(=O)N2)c(C)c1 (centres undefined)	2	0.8	-15	-2	-14	1.2	-0.2	12	-0.14
COCCOC(=O)C1=C(C)NC(C)=C(C(=O)OC(C)C)C1c1cccc([N+](=O)[O-])c1 (centres undefined)	1&0	0.5	-3&-4	·	-4&12	-1.3	2.4	-2	-2.2
CC1C(=O)CC(c2ccccc2)N(C)C1c1ccccc1 (centres undefined)	1	-1.2	5	1	33	·	1.0	1	0.56
CC(C)(C)N(Cc1ccccc1)C(=O)c1ccc(Br)o1	-5	1.6	-4	0	37	-0.3	-1.0	2	-0.93
Cc1ccccc1C(=O)NC(C)c1ccc2c(c1)CCCC2 (centres undefined)	11	0.2	-5	-18	17	0.5	-2.7	4	·
Cc1ccccc1OCc1nnc(SCC(=O)NCc2ccco2)n1C	1	1.7	5	-5	-25	0.2	0.8	-10	-0.014
CSc1ccccc1NC(=O)c1cc(C)on1	1	0.4	-11	-1	12	-0.5	-0.2	-4	·
